CHRM4 antagonist: blocks acetylcholine activation of human M4 receptor | AID 624125 | CHO-hM4 cells, ACh EC80, Fluo-8 calcium fluorescence | actives 0.73% (n = 360,000) | P08173 | inhibition, % at 3 µM;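 active = inhibition above its plate's cutoff, the mean inhibition of sample wells plus 3 SD, cut at about 27% in these data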;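 also: 0% = acetylcholine EC80 with DMSO and 100% = DMSO without agonist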
M5 antag: antagonists of human muscarinic M5 receptor (CHRM5); actives 0.59% (n = 360,000); P08912; inhibition, % at 3 µM; CHO-hM5 cells, Fluo-8 calcium fluorescence, ACh EC80;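 active = inhibition above a per-plate cutoff, the mean of that plate's test compounds plus 3 SD, cut at about 27% in these data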;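 also: 0% = acetylcholine EC80 with DMSO and 100% = DMSO without agonist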
CHRM4 PAM: potentiates acetylcholine response at human M4 receptor | activation, % at 3 µM | CHO-K1 hM4/Gqi5, Fluo-8 calcium fluorescence, ACh EC20; 0% = ACh EC20, 100% = maximal ACh | actives 0.4% (n = 360,000) | AID 624126 | P08173;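 active = activation above its plate's cutoff, the mean activation of sample wells plus 3 SD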; also: some results filed as inactive read as strong as hits
CRFBP-R2 agonist: agonists of human CRF-binding protein/CRF-R2 receptor complex; HEK293 CRF-R2/CRF-BP, calcium dye fluorescence (FLIPR); percent of saturating CRF peptide response; activation, % at 13.2 µM; actives 0.46% (n = 350,000);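 active = activation of at least 50%, plus an integration ratio under a set limit after plate pattern correction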;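 also: plate controls were neutral control wells without compound for no effect and CRF at EC100 for full effect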
M4 ag: CHRM4 agonism in calcium assay | CHO-K1 hM4/Gqi5, Fluo-8 calcium fluorescence; vehicle 0%, full acetylcholine response 100% | activation, % at 3 µM | actives 0.14% (n = 360,000) | AID 624127;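 active = activation above the run mean over all test wells plus 3 SD, cut at about 32% in these data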;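 also: peak over basal fluorescence ratio per well then scaled between controls; 0% = DMSO wells and 100% = acetylcholine at EC100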
CHRM5 agonist: CHRM5 agonism in calcium assay | AID 624037 | CHO-K1 hM5 cells, Fluo-8 calcium fluorescence; 0% DMSO wells, 100% maximal acetylcholine response | actives 0.19% (n = 360,000) | activation, % at 3 µM;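 active = activation above the run's mean over test compounds plus 3 SD, cut at about 23% in these data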;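 also: signal is peak over basal fluorescence ratio across the kinetic read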
IDE inh: inhibits human insulin-degrading enzyme in HEK cells; P14735; FAbetaB cleavage, fluorescence polarization; inhibition, % at 5.59 µM; actives 0.41% (n = 320,000);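 active = percent inhibition above the average of all tested compounds plus 3 SD, set per screening campaign, cut at about 16% in these data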;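 also: IDE supplied by intact live HEK cells; FP after avidin binding of uncleaved biotin substrate so inhibition keeps polarization high; 0% = DMSO wells and 100% = 60 µM reference IDE inhibitor Ii1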
Target sequence (P14735 whole entry, looked up): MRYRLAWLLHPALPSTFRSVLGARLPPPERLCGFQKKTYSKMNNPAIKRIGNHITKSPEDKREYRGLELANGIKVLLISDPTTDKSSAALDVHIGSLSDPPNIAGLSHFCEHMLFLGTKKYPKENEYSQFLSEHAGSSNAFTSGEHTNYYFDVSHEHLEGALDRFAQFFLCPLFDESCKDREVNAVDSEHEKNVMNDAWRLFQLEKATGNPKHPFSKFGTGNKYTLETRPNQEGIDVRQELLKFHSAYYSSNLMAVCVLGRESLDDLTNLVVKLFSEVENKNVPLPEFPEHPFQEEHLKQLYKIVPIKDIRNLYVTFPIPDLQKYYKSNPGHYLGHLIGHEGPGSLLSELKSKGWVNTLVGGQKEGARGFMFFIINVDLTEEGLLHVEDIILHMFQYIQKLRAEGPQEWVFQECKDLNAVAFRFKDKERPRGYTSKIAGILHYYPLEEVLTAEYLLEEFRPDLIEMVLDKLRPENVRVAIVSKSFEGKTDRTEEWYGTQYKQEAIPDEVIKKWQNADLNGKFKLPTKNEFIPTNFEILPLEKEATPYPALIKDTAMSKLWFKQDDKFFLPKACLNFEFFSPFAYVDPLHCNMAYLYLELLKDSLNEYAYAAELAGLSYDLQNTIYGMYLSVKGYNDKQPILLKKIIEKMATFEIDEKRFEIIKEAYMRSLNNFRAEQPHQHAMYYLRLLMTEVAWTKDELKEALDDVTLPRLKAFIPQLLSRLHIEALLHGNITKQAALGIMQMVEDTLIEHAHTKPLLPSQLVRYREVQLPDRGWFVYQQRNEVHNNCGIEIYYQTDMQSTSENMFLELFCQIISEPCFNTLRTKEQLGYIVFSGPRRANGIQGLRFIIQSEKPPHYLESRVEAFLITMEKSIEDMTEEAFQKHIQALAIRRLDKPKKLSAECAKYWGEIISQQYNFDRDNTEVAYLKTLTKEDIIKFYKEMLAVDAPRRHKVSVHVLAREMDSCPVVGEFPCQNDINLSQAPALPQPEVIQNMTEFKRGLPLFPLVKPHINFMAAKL
CHRM5 PAM: potentiates acetylcholine response at human M5 receptor; CHO-K1 hM5, Fluo-8 calcium, ACh EC20 PAM; 0% = ACh EC20, 100% = ACh EC100; activation, % at 3 µM; actives 0.3% (n = 360,000);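 active = activation above the run cutoff, the mean activation of all test compounds plus 3 SD, cut at about 18% in these data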
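Replicates: One well per compound, no replicates | System: Human M5 receptor in CHO-K1 cells | Benchmarks: Low control EC20 acetylcholine (0%), high control EC100 acetylcholine (100%) | Probe or stimulus: Acetylcholine, EC20 level | Times: Fluo-8 loading 80 min at 37 °C plus 30 min room temperature | Signal: Intracellular calcium via Fluo-8 fluorescence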
CRFBP-R2 block: CRF-BP/CRF-R2 complex antagonism; actives 0.59% (n = 350,000); HEK293 CRF-R2/CRF-BP, CRF-induced calcium fluorescence; inhibition, % at 11.8 µM;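 active = inhibition of the ligand-induced calcium signal above about 50% at the single tested concentration, limit read from the data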
The depositor's hits bear a star; nt = not tested or not shown.

SMILES	CHRM4 antagonist	M5 antag	CHRM4 PAM	CRFBP-R2 agonist	M4 ag	CHRM5 agonist	IDE inh	CHRM5 PAM	CRFBP-R2 block
CCC(=O)Nc1cccc(NC(=S)NC(=O)c2ccc(C)cc2)c1	-8	0	-9	-0.3	8	0	2	-5	-13
Cc1ccc(Nc2cc(C(=O)NCCCN3CCOCC3)c3ccccc3n2)cc1C	-2	-6	-1	4.1	11	-3	2	1	26
O=C(CSc1ncccn1)N1CCC(Cc2ccccc2)CC1	-2	0	-2	-1.2	5	-2	6	1	3
O=C(CCc1ccncc1)N1CCCC(Nc2ccc(F)c(F)c2)C1 (stereo not given)	7	17	-5	1.2	1	-6	5	-7	-2
CCn1cc(Cl)c(C(=O)NNC(=O)CCn2cc([N+](=O)[O-])cn2)n1	-8	-12	12	0.2	1	0	5	6	0
COc1ccc(N(CC(=O)Nc2cc(C)ccc2C)S(=O)(=O)c2c(C)noc2C)cc1	5	14	-5	-1.0	2	-2	0	-1	-9
CC(=O)c1ccc(N2CCN(C(=O)c3c(-c4ccccc4Cl)noc3C)CC2)cc1	2	5	-8	-0.2	5	0	5	-9	1
CSCCC(NC(=O)/C(=C\c1ccco1)NC(=O)c1ccco1)C(=O)O (stereo not given)	4	5	-1	-1.6	0	-1	2	-4	4
Nc1c(NCCCN2CCOCC2)c2ccccc2oc1=O	-4	-5	3	-2.2	3	2	6	-2	20
Cc1cc(C(=O)COC(=O)Cc2n[nH]c(=O)c3ccccc23)c(C)n1CC(F)(F)F	3	6	5	0.6	5	3	nt	-4	6
O=C(Nc1ccccc1C(=O)O)c1cccc(NS(=O)(=O)c2ccc(Br)cc2)c1	-13	-3	9	-2.0	-1	0	0	5	16
CCOC(=O)NC(=O)/C(C#N)=N\Nc1cccc(OC)c1	15	13	18	-0.7	0	1	1	-2	6
COc1ccc(N(CC(=O)NCc2ccco2)C(=O)CCC(=O)Nc2ccccn2)cc1	-11	9	3	-0.2	0	-3	nt	2	1
COc1ccccc1CNC(=O)COC(=O)CCN=C1NS(=O)(=O)c2ccccc21	-8	4	1	-0.7	0	-3	-1	4	-3
Cc1cc(C(=O)COC(=O)c2ccc[nH]c2=O)c(C)n1-c1ccccc1F	-2	6	-4	0.0	0	0	-1	3	1
COc1ccc(S(=O)(=O)N2CCC(C(=O)NCCC(=O)NCc3ccccn3)CC2)cc1	-8	0	9	-0.6	1	0	nt	3	-8
Cc1cccn2c(=O)c3cc(C(=O)NCCCn4ccnc4)n(C)c3nc12	7	-1	6	-4.0	1	-6	-2	2	10
O=c1oc2ccccc2cc1-c1csc(Nc2ccc(O)cc2)n1	3	9	-3	-1.4	6	6	3	-13	-3
O=C(NC1CCCC1)c1cc(COc2ccc3ncccc3c2)on1	3	25	-23	-0.6	14	7	-2	-27	-3
Cc1ccccc1NC(=S)NCCc1ccc(S(N)(=O)=O)cc1	-1	-2	1	-1.8	0	-3	3	5	-3
COc1ccc(S(=O)(=O)N(CC(=O)NCc2ccccn2)Cc2ccccc2)cc1	-1	5	-3	-1.4	2	-2	1	3	-4
COCc1cc(CNC(=O)C2CCC(=O)N(Cc3cccc(OC)c3)C2)[nH]n1 (stereo not given)	-5	-7	-1	0.0	1	0	nt	6	6
Cc1cccc(N(C(=O)c2snc(C(N)=O)c2N)C(C)C(=O)NCC2CCCO2)c1 (stereo not given)	-1	5	4	1.8	2	-1	1	-2	5
COc1ccc(C2=NS(=O)(=O)N(C)C(C(=O)Nc3ccc(OC)c(OC)c3)=C2)cc1	-4	-4	1	0.5	8	3	2	-7	-69
O=C1c2ccccc2-c2c1cccc2C(=O)N1CCCCC1	4	11	3	-4.0	2	-3	4	4	8
Cc1c(C(=O)N2CCN(C3CCS(=O)(=O)C3)CC2)oc2c(F)cccc12 (stereo not given)	-25	-5	11	0.0	1	-1	-6	-1	3
CC(C)NS(=O)(=O)c1ccc2c(c1)oc(=O)n2C	14	-2	-7	1.0	-1	-1	4	-1	0
CCC(=O)N1CCC1(C)C(=O)Nc1cc(-c2ccccc2)nn1C (stereo not given)	-12	-3	4	nt	2	0	nt	1	nt
CC(C)OC(=O)c1nnn(-c2nonc2N)c1CSc1ccccn1	-15	-12	0	-0.8	1	-8	7	-4	19
CN(C)S(=O)(=O)c1cccc(NC(=O)COC(=O)COc2ccc(Br)cc2)c1	8	-1	-2	-0.1	6	4	-2	5	47
CC(C(=O)OCC(=O)c1ccccc1)N1C(=O)C2C3CCC(C3)C2C1=O (stereo not given)	3	10	-8	0.0	0	0	-1	-3	13
CCc1c(C)nc(SCC(=O)N2CCCCC2)[nH]c1=O	-5	4	11	1.1	1	1	4	-1	24
O=C(c1cc(C2CC2)nn1-c1ccccc1)N1CCN(Cc2c(F)cccc2Cl)CC1	-3	4	10	3.4	2	-1	0	9	12
O=C(CNC(=O)c1ccc(Cl)cc1)NC1CCCCC1	8	-3	-4	-1.2	0	-3	1	4	-2
O=C(Nc1ccc(F)cc1Cl)C1CCN(C(=O)Nc2ccccc2)CC1	5	11	-1	-2.3	1	-4	0	-1	10
CCOc1ccc(CCNC(=O)C2CCN(c3ccc(N4CCOCC4)nn3)CC2)cc1OCC	3	4	2	-0.9	0	-1	5	-7	10
COc1ccc(CCNC(=O)CCc2ccc(S(=O)(=O)NC(C)C)cc2)cc1	3	-1	-2	0.3	0	1	5	-1	0
Fc1ccccc1Nc1n[nH]c(=S)s1	-7	-6	5	1.5	1	3	1	9	14
COc1cc2cc3c(N)c(C(=O)NCc4ccco4)sc3nc2cc1OC	-10	5	6	0.6	0	-1	10	-4	7
CC(=O)N1CCN(c2ccc(NCc3ccc(-c4cccc(Cl)c4)o3)cc2)CC1	2	0	2	1.6	10	2	3	11	2
O=C(CSc1n[nH]c(=O)n1C1CC1)Nc1cc(Cl)ccc1Oc1ccccc1	47*	30*	-16	0.6	22	4	1	-20	-18
O=C(NC1CC1)c1cc(=O)c2ccccc2o1	-2	7	12	-1.3	1	-2	1	-10	20
COc1ccc(CCC(=O)NNC(=O)c2ccccn2)cc1OC	-4	5	-4	-2.0	1	2	nt	0	13
COc1ccc(C(=O)Nc2ccc(NC(=O)CSc3nnc(-c4ccncc4)n3C)cc2)cc1	6	11	-9	-2.2	0	-1	6	-4	18
Cc1ccc(Nc2nc(N)nc(CN3CCN(C)CC3)n2)cc1	1	1	-4	-0.5	0	0	0	4	-4
CC(=O)NC(Cc1ccccc1)C(=O)N1CCN(C(=O)c2ccco2)CC1 (stereo not given)	4	-2	3	-0.5	0	3	0	7	20
CC(C)C(C)NC(=O)CSc1nnc(-c2c[nH]c3ccccc23)o1 (stereo not given)	-9	-6	5	0.0	2	6	-1	3	-13
COc1cccc(C=Nc2ccccc2C(=O)Nc2ccccc2)c1O	7	-3	-3	-0.2	0	-3	0	12	-1
Cc1cc(N)ccc1S(C)(=O)=O	2	0	0	-1.1	0	0	-1	0	-3
Cn1nnnc1SCC(=O)Nc1cccc(S(=O)(=O)N2CCCCC2)c1	-2	9	5	-3.3	3	1	-3	-2	-9
O=C(O)c1ccc(Cl)c(S(=O)(=O)N2CCC(Cc3ccccc3)CC2)c1	2	9	1	1.9	1	-2	2	-5	8
CCOC(=O)C(=O)NCC(c1ccco1)S(=O)(=O)c1cccs1 (stereo not given)	-10	-3	9	2.3	1	1	-4	-2	2
CCN(CC)S(=O)(=O)c1ccc(NS(=O)(=O)c2cccs2)cc1	5	6	-2	-1.5	0	-2	1	-3	-10
COc1cccc(C2=CC(=O)CC(c3ccco3)C2)c1 (stereo not given)	-10	-1	-3	-1.6	1	0	-1	-1	7
O=C(COC(=O)/C=C/c1ccco1)NCc1ccccc1	3	-3	-2	0.1	1	-1	0	7	-1
CC(NC(=O)CCNS(=O)(=O)c1cccc2nonc12)c1ccccc1 (stereo not given)	-15	-1	4	-0.8	1	0	-2	0	-5
CC(=O)c1cnn(-c2cc(Oc3cccc(C)c3)ncn2)c1C	-9	-1	4	1.1	0	-3	0	2	7
CCCCN(CC)CCNC(=O)c1cc2c(=O)[nH]c3ccc(C)cc3c2s1	5	-2	-1	1.0	0	-4	2	1	-3
O=C(Nc1ccc(O)cc1C(=O)O)c1ccc(NC(=O)c2ccco2)cc1	-11	-5	12	-1.2	-2	10	0	15	18
O=C(CSc1nnc(-c2ccncc2)n1CC1CCCO1)Nc1nccs1 (stereo not given)	0	9	7	0.2	0	-4	2	-2	-7

Reprinted from the part before: 5 entries; new compounds follow.
SMILES	CHRM4 antagonist	M5 antag	CHRM4 PAM	CRFBP-R2 agonist	M4 ag	CHRM5 agonist	IDE inh	CHRM5 PAM	CRFBP-R2 block
CC(NC(=O)CCNS(=O)(=O)c1cccc2nonc12)c1ccccc1 (stereo not given)	-15	-1	4	-0.8	1	0	-2	0	-5
CC(=O)c1cnn(-c2cc(Oc3cccc(C)c3)ncn2)c1C	-9	-1	4	1.1	0	-3	0	2	7
CCCCN(CC)CCNC(=O)c1cc2c(=O)[nH]c3ccc(C)cc3c2s1	5	-2	-1	1.0	0	-4	2	1	-3
O=C(Nc1ccc(O)cc1C(=O)O)c1ccc(NC(=O)c2ccco2)cc1	-11	-5	12	-1.2	-2	10	0	15	18
O=C(CSc1nnc(-c2ccncc2)n1CC1CCCO1)Nc1nccs1 (stereo not given)	0	9	7	0.2	0	-4	2	-2	-7
COc1ccc(N2CCN(S(=O)(=O)CCNC(=O)Cc3ccc([N+](=O)[O-])cc3)CC2)cc1	-3	3	-5	0.2	1	-1	2	-5	-11
CCCCN(C(=O)c1cc2ccccc2o1)c1c(N)n(CCCC)c(=O)[nH]c1=O	-7	-1	4	1.3	1	-4	6	4	0
CCn1cc(/C=C(\NC(=O)c2ccccc2F)C(=O)NCCCn2ccnc2)c2ccccc21	-5	-2	-1	-0.5	4	-5	0	2	3
O=C(c1cc2ccccc2o1)N1CC=C(c2ccccc2)CC1	-22	-2	9	-0.7	2	-6	0	4	8
Cc1ccc(CN2CCN(CC(=O)N/N=C/c3c[nH]c4ccccc34)CC2)cc1	2	-3	-8	-2.1	2	0	3	-3	-3
OC[C@@H]1CN(Cc2cccs2)C[C@H](n2cnc3c(NCc4ccco4)ncnc32)O1	7	5	-3	nt	1	0	nt	1	nt
Cc1ccc(SCC(=O)NNC(=O)c2cncc(Br)c2)cc1	1	6	5	-4.4	1	-1	3	6	-4
O=C([C@H]1O[C@@H](n2ccc(=O)[nH]c2=O)[C@H](O)[C@@H]1O)N1CCN(Cc2ccccn2)CC1	-2	-7	6	nt	1	1	nt	5	nt
CCOC(=O)N1CCN(C(=O)c2ccc3ccccc3c2)CC1	19	5	-10	-3.9	-1	3	1	-2	-1
C=CCNC(=O)CSc1nc2sc(C)c(C)c2c(=O)[nH]1	1	-2	-4	-2.9	-2	0	0	-2	-6
CCOC(=O)N1CCC(NC(=O)CC2C(=O)NCCN2Cc2ccc(C)cc2)CC1 (stereo not given)	0	-6	2	-1.7	1	-4	1	3	6
Cc1ccc2c(c1)Sc1c(ccc3ccccc13)N2	4	-2	-9	6.6	1	1	-4	9	-19
CC(=O)Cc1nsc(Nc2ccccc2)n1	0	2	-3	-1.1	1	1	-4	-6	-4
Cc1cc(C(F)(F)F)n(-c2nc(C(=O)NN)cs2)n1	-3	6	8	-1.4	0	-1	4	3	17
